RPL19A-GFP yeast: yeast TOR pathway RPL19A-GFP modulation | 330,000 compounds, 0.3% hits | S. cerevisiae RPL19A-GFP strain, flow cytometry, 3 h; stronger effect = lower value | percent response vs DMSO, % at 10 µM | AID 2025;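 active means percent response vs DMSO below 50%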;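 further: median channel GFP fluorescence of the barcoded RPL19A-GFP strain; ratio of sample median GFP to plate DMSO average so 100% = DMSO; lower means less RPL19A-GFP as with rapamycin TOR inhibition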
EBNA-1 inh: blocks EBNA-1 binding to DNA | inhibition, % at 14.8 µM | 300,000 compounds, 0.34% hits | EBNA-1 DNA binding, fluorescence polarization | AID 1950; in the data active means inhibition above about 28%
MEP2-GFP yeast: modulators of TOR pathway MEP2-GFP in S. cerevisiae; S. cerevisiae MEP2-GFP strain, flow cytometry GFP, 3 h; 100% = DMSO control level; 330,000 compounds, 0.51% hits; GFP response vs DMSO, % at 10 µM; AID 2016;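 active means GFP response versus DMSO above a set limit, roughly screen mean plus 3 SD, cut at about 180% in these data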;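 further: median GFP fluorescence of the barcode-gated MEP2-GFP cells per well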
proCasp3 act: procaspase-3 (human) activation; 330,000 compounds, 0.11% hits; recombinant procaspase-3 D3A, Ac-DEVD-pNA absorbance 405 nm; P42574; activation, % at 8.5 µM;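 active means activation above the mean of all tested compounds plus 3 SD, cut at about 21% in these data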;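 further: 0% = DMSO alone and 100% = DMSO wells spiked with extra 5 µM PC-3 D3A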
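Technique: 405 nm absorbance of p-nitroaniline, reads at 0 and 120 min; Test system: Procaspase-3 D3A mutant; Incubation: 1 h enzyme-compound preincubation, then 2 h substrate reaction, 25 °C; Repeats: singlicate, each compound tested once; Benchmarks: low control DMSO wells, high control DMSO plus 5 µM PC-3 D3A.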
LAP4-GFP MLPCN: modulators of TOR pathway LAP4-GFP in S. cerevisiae; S. cerevisiae LAP4-GFP multiplex, flow cytometry GFP, 3 h; median GFP as percent of DMSO wells; GFP response vs DMSO, % at 10 µM; 320,000 compounds, 0.34% hits; AID 2023;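 active means GFP response vs DMSO above a set limit, about the screen mean plus 3 SD, cut at about 150% in these data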
ZTA counter: counter-screen for EBNA-1 inhibitors: inhibitors of Epstein-Barr virus ZTA. P03206. ZTA-DNA binding, fluorescence polarization. inhibition, % at 11 µM. 320,000 compounds, 0.15% hits; in the data active means inhibition above about 33%
AHR activator: activators of human aryl hydrocarbon receptor | activation, % at 5 µM | P35869 | AHR-responsive luciferase reporter cells, luminescence | 320,000 compounds, 2.5% hits; in the data active means activation above about 47%;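 further: 0% = vehicle wells and 100% = reference agonist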
procasp7 counter: counter-screen for procaspase-3 activators: activators of human procaspase-7 | recombinant procaspase-7, Ac-DEVD-pNA absorbance 405 nm; D23A/D198A/D206A triple mutant, cannot self-cleave; scale: DMSO 0, 5 µM enzyme 100 | P55210 | 330,000 compounds, 0.093% hits | activation, % at 8.5 µM;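 active means percent activation above the screen-wide mean plus 3 SD, cut at about 25% in these data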
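System: Procaspase-7 triple mutant (PC-7 D3A); measure: % activation from two-timepoint absorbance difference, scaled to controls; times: 1 h compound preincubation, 2 h substrate cleavage, 25 °C; also added: Ac-DEVD-pNA substrate, 400 µM as added; measured by: Epi-absorbance of released pNA at 405 nm, two timepoints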
Active calls of the source: *; . = no result given.

SMILES	RPL19A-GFP yeast	EBNA-1 inh	MEP2-GFP yeast	proCasp3 act	LAP4-GFP MLPCN	ZTA counter	AHR activator	procasp7 counter
Cc1cc(C)c(S(=O)(=O)n2ccc(-c3ccc(OCCN(C)c4ccccn4)cc3)n2)c(C)c1	100	8	101	5	98	17	5	5
CN(C)c1oc(COc2ccc(F)cc2)nc1C#N	97	4	93	7	92	-4	-8	-1
COC(=O)c1scc(S(C)(=O)=O)c1-n1cccc1	98	-13	95	-2	109	0	-3	1
CC1=CC(C)(C)Nc2ccc(OC(=O)CN3C(=O)C4CCCCC4C3=O)cc21 (stereo unspecified)	92	-14	84	-7	88	-5	-9	-11
COc1ccc(NC(=O)CC2C(=O)OCC3CCCCN32)cc1Cl (stereo unspecified)	106	-2	112	-18	100	-25	0	-30
CC(=O)c1ccc(OCCCC(=O)n2nnc3ccccc32)cc1	105	-10	99	-8	94	14	6	-12
Cn1c(NC(=O)CC2CCCCC2)cc(=O)n(C)c1=O	96	-8	100	2	96	3	3	8
Cc1ccc(NC(=O)c2ccc(S(=O)(=O)N3CCOCC3)cc2)cc1	106	11	110	-3	99	6	-1	1
COc1ccc(NC(=O)COc2ccc(/C=N/O)cc2OC)cc1	100	-2	107	2	104	16	4	-9
COc1ccccc1NC(=O)Nc1nnc(CC(=O)Nc2ccccc2C)s1	88	0	97	-9	99	9	14	6
CC(Sc1nnnn1-c1ccccc1)C(=O)NC1CCCC1 (stereo unspecified)	102	.	105	2	101	4	1	-2
CCOc1ccc(CN(C)CC(=O)Nc2cc(OC)c([N+](=O)[O-])cc2C)cc1	125	-1	106	2	98	0	13	3
COc1ccccc1NC(NC(=O)c1ccco1)C(=O)c1ccccc1 (stereo unspecified)	101	9	100	-2	100	2	3	-1
O=C1CSC(c2ccccc2Cl)N1 (stereo unspecified)	86	-14	92	9	94	1	6	9
Cc1ccccc1NC(=O)C1C2CC/C=C\CCC21 (stereo unspecified)	98	-3	110	2	90	6	0	-15
Cc1cccc([C@@H]2[C@@H]3C(=O)N(C)C(=O)[C@@H]3[C@@H]3C(=O)Nc4ccccc4C(=O)N23)c1	93	-20	96	4	97	8	10	-11
CCOc1cc(/C=N/NC(=O)c2cccc(S(=O)(=O)N3CCCC3)c2)ccc1OCC(=O)N(C)C	89	-6	89	4	92	-6	2	1
CCOC(=O)CSc1nnc(CSc2nc3ccccc3c(=O)[nH]2)n1-c1ccccc1	98	-3	103	-5	99	-6	-1	13
COc1cccc(Cn2c(=O)sc3ccccc3c2=O)c1	97	6	101	-8	99	-5	5	-20
CCOc1c2ccc(C(=O)NCc3ccc(OC(F)(F)F)cc3)cc2nn1C	94	-11	94	1	122	-29	2	-6

A second format for some results above:
Cn1c(NC(=O)CC2CCCCC2)cc(=O)n(C)c1=O
  RPL19A-GFP yeast: 96
  EBNA-1 inh: -8
  MEP2-GFP yeast: 100
  proCasp3 act: 2
  LAP4-GFP MLPCN: 96
  ZTA counter: 3
  AHR activator: 3
  procasp7 counter: 8

CCOC(=O)CSc1nnc(CSc2nc3ccccc3c(=O)[nH]2)n1-c1ccccc1
  RPL19A-GFP yeast: 98
  EBNA-1 inh: -3
  MEP2-GFP yeast: 103
  proCasp3 act: -5
  LAP4-GFP MLPCN: 99
  ZTA counter: -6
  AHR activator: -1
  procasp7 counter: 13

Returning to the listing with the two entries that preceded the break.
SMILES	RPL19A-GFP yeast	EBNA-1 inh	MEP2-GFP yeast	proCasp3 act	LAP4-GFP MLPCN	ZTA counter	AHR activator	procasp7 counter
COc1cccc(Cn2c(=O)sc3ccccc3c2=O)c1	97	6	101	-8	99	-5	5	-20
CCOc1c2ccc(C(=O)NCc3ccc(OC(F)(F)F)cc3)cc2nn1C	94	-11	94	1	122	-29	2	-6
Cc1ccc(NC(=O)NNC(=O)c2cc3ccccc3cc2O)c(C)c1	95	9	99	-3	94	13	10	-5
C/C(=N\Nc1ccc(S(=O)(=O)Nc2ccccc2)cc1[N+](=O)[O-])c1ccncc1	100	1	96	5	99	6	1	2
COc1ccc(-c2nn(-c3ccccc3C)cc2CNC(C)Cn2cncn2)cc1F (stereo unspecified)	104	-4	99	-4	99	23	6	8
Cc1ccc(NC(=O)COC(=O)c2ccc(Br)o2)cc1S(=O)(=O)N1CCCCC1	103	.	101	-7	104	2	-2	2
OC1(C(F)(F)F)CC(c2ccc3ccccc3c2)=NO1 (stereo unspecified)	108	5	101	-3	120	0	2	7
CCOc1ccccc1NC(=O)C(C)SCc1ccccc1 (stereo unspecified)	107	6	113	8	106	7	3	-6
Cc1ccc(OCC(=O)Nc2cnn(CCCC(=O)O)c2)c([N+](=O)[O-])c1	96	-1	105	1	104	9	0	4
CC(=O)NC(CCS(C)(=O)=O)C(=O)Nc1ccc(F)cc1Cl (stereo unspecified)	97	-1	96	-5	96	15	1	5
CCn1cc(C(=O)NCCC(C)C)c(=O)c2cc(F)c(N3CCN(C(=O)c4ccco4)CC3)cc21	100	-11	103	2	94	10	1	-1
CNc1nc(C)cc(C)c1S(=O)(=O)c1ccc(Cl)cc1	102	10	107	0	126	-11	1	13
CCOC(=O)c1csc(NC(=O)c2ccc(OC)c(OC)c2)n1	106	1	93	5	86	4	1	-4
CCCCC(=O)Nc1ccc2c(c1)oc1ccccc12	95	-3	99	2	111	3	6	-3
COc1ccc(/C=N/NC(=O)C[n+]2ccccc2)c(OC)c1	100	-7	98	-2	85	-4	0	12
NC(=O)c1ccc(NC(=O)CN2CCN(C(=O)c3ccco3)CC2)cc1	100	5	108	5	107	-6	-2	-4
CCOP(=O)(OCC)c1nc(-c2cccc3ccccc23)oc1N1CCCCC1	93	6	91	18	88	6	6	21
CCOC(=O)COc1nc(C)cc(C(F)(F)F)c1C#N	100	-6	105	1	112	-4	-3	9
CC(C)(C)NC(=O)NC(=O)COC(=O)c1ccc2c(c1)S(=O)(=O)N=C1CCCCCN12	102	-4	96	-2	96	6	1	-9
CC[N+](C)(CC)CCOC(=O)C1c2ccccc2Oc2ccccc21	97	0	88	-8	106	-5	-2	-9
COc1ccc(C(=O)N=c2sc3c(C)ccc(OC)c3n2C)cc1	101	-10	88	-4	91	16	56*	-1
O=C(CSc1nnc2ccccn12)c1ccccc1	96	3	91	6	98	8	0	1

Sorted by the number under EBNA-1 inh (high to low): 3 of the compounds above.
mol	RPL19A-GFP yeast	EBNA-1 inh	MEP2-GFP yeast	proCasp3 act	LAP4-GFP MLPCN	AHR activator
COc1ccc(-c2nn(-c3ccccc3C)cc2CNC(C)Cn2cncn2)cc1F (stereo unspecified)	104	-4	99	-4	99	6
CCOc1c2ccc(C(=O)NCc3ccc(OC(F)(F)F)cc3)cc2nn1C	94	-11	94	1	122	2
O=C1CSC(c2ccccc2Cl)N1 (stereo unspecified)	86	-14	92	9	94	6

A section from further up, as a working copy:
SMILES	RPL19A-GFP yeast	EBNA-1 inh	MEP2-GFP yeast	proCasp3 act	LAP4-GFP MLPCN	ZTA counter	AHR activator	procasp7 counter
Cc1cc(C)c(S(=O)(=O)n2ccc(-c3ccc(OCCN(C)c4ccccn4)cc3)n2)c(C)c1	100	8	101	5	98	17	5	5
CN(C)c1oc(COc2ccc(F)cc2)nc1C#N	97	4	93	7	92	-4	-8	-1

(listing goes on)
SMILES	RPL19A-GFP yeast	EBNA-1 inh	MEP2-GFP yeast	proCasp3 act	LAP4-GFP MLPCN	ZTA counter	AHR activator	procasp7 counter
CCOc1cccc(NC(=O)C2CC(=O)N(C)C(=Nc3ccccc3)S2)c1 (stereo unspecified)	94	2	91	5	90	5	5	4
CCN1CCN(C(=S)Nc2cc(S(=O)(=O)N(CC)CC)ccc2C)CC1	99	4	102	-4	84	2	2	-11
O=C(Nc1cccc(-c2csc(Nc3cccc(C(F)(F)F)c3)n2)c1)c1cc([N+](=O)[O-])cc(C(F)(F)F)c1	109	-4	95	11	108	-17	36	-4
COc1cccc(NC(=O)Cn2c(CCC(=O)O)ccc2-c2ccccc2)c1	97	0	96	8	99	5	0	-1
CCOC(=O)CN(C(=O)CSc1nnc(COc2ccc(OC)cc2)n1CC)c1ccccc1	99	8	99	4	105	10	0	-2
CC(=O)Nc1ccc(S(=O)(=O)Nc2ccc(Cl)nn2)cc1	99	1	98	-14	88	2	-2	6
CCn1c(=O)c2c(nc(SCC(=O)N3CCCC(C)C3)n2C)n(C)c1=O (stereo unspecified)	105	-4	100	3	98	-4	0	10
O=CN1CCN(C(C(=O)NC2CCCCC2)c2ccc(Cl)cc2)CC1 (stereo unspecified)	103	-11	107	-4	98	3	0	4
COc1ccc(CCNC(=O)COC(=O)C23CC4CC(CC(Br)(C4)C2)C3)cc1	102	4	105	-6	99	11	-1	-2
COc1ccc(C(=O)N2CCN(c3ccc(NC(=O)Cc4ccccc4)cc3)CC2)cc1	97	-10	81	4	93	-1	1	0
Cc1sc2nc(CN3CCOCC3)nc(N3CCOCC3)c2c1C	96	2	101	-5	100	-6	9	9
CC1c2[nH]c3ccccc3c2C[C@H]2C(=O)N(CCCO)CC(=O)N12 (stereo partly specified)	103	5	102	-1	87	0	1	-5
COC(=O)CSc1[nH]c2ccccc2c1[N+](=O)[O-]	95	6	98	1	100	-15	8	-3
CCc1ccccc1-n1cnc2cc(C(=O)O)ccc21	98	1	98	6	109	2	10	6
Cn1c(C(=O)NCc2ccc3c(c2)OCO3)cc2sccc21	105	3	96	2	93	5	13	-10
CN(CC(=O)Nc1ccc(F)cc1)c1ccc(S(=O)(=O)N2CCCC2)cn1	100	4	103	2	100	4	-1	3
CCOC(=O)c1ccc(N2C(=O)C(O)=C(C(C)=O)C2c2ccc([N+](=O)[O-])cc2)cc1 (stereo unspecified)	103	-10	110	0	84	0	2	3
CCOC(=O)/C=C/C(=O)OCC(=O)NC(c1ccccc1)c1ccccc1	101	9	100	-3	105	-18	-2	0
CCN1CCN(c2cc(C)c3cc(NC(=O)c4ccc(Br)o4)ccc3n2)CC1	97	2	101	9	97	-9	-4	2
CCOC(=O)CSc1n[nH]c(NC(=O)c2ccc(F)cc2)n1	98	11	101	6	94	-8	-5	4
CCc1ccc2[nH]c(=O)c(C(c3nnnn3CCOC)N3CCN(c4ccccc4)CC3)cc2c1 (stereo unspecified)	107	10	108	-3	109	-9	4	12
Cc1ccc(CNC(=O)C(=O)NCC2OCCN2S(=O)(=O)c2ccc(Cl)cc2)cc1 (stereo unspecified)	98	4	100	0	91	-9	6	1
COc1cccc(NC(=O)CN(C)C(=O)Cc2n[nH]c(=O)c3ccccc23)c1	102	.	101	3	106	0	13	4
O=C(CCc1nnc(-c2ccc(-c3ccccc3)cc2)o1)NCCc1ccccn1	106	7	99	11	100	-14	-8	11
O=C(O)CSCc1c(F)cccc1Cl	97	8	101	2	94	-8	2	4
COC(=O)Nc1ccc(S(=O)(=O)NCCCCCC(=O)O)cc1	102	0	99	0	98	6	-1	-6
Cc1ccc(-c2noc(CN3CCN(Cc4ccccc4)CC3)n2)cc1	103	-11	104	6	107	-15	6	-12
CCOc1ccccc1NC(=O)CN(Cc1ccccc1)S(C)(=O)=O	100	7	109	2	96	-3	2	8
CCOP(=O)(OCC)C(NC(=O)c1cccs1)c1ccccc1 (stereo unspecified)	104	-3	103	2	113	-24	1	-10
Cc1cccc(-n2ncc3c2CCCC3NC(=O)C2(C(N)=O)CC2)c1C (stereo unspecified)	101	-1	99	-2	97	-14	-10	5
COc1cc(C2C(C#N)=C(N)Oc3n[nH]c(-c4cccnc4)c32)ccc1OCC(N)=O (stereo unspecified)	101	2	101	-2	106	-7	2	3
CSc1nc(Oc2ccc(Cl)cc2)c2sccc2n1	99	7	100	5	101	-17	1	14
Cc1cc(C(F)(F)F)n2ncc(-c3cccc(Br)c3)c2n1	93	-9	93	2	116	0	38	-6
CC1CCCN(C(=O)COC(=O)c2cccc(NS(=O)(=O)c3ccccc3)c2)C1 (stereo unspecified)	103	-3	110	0	104	-17	1	6
